# STK33 kinase inh: inhibitors of human STK33 kinase | actives 0.073% (n = 320,000) | purified STK33, MBP phosphorylation, ADP-Glo luminescence | Q9BYT3 | inhibition, % at 10 µM | AID 2661;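 active = inhibition at or above 25%, using the most active replicate where run in duplicate; inactive = inhibition below 25%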
# Target sequence (Q9BYT3 whole entry, looked up): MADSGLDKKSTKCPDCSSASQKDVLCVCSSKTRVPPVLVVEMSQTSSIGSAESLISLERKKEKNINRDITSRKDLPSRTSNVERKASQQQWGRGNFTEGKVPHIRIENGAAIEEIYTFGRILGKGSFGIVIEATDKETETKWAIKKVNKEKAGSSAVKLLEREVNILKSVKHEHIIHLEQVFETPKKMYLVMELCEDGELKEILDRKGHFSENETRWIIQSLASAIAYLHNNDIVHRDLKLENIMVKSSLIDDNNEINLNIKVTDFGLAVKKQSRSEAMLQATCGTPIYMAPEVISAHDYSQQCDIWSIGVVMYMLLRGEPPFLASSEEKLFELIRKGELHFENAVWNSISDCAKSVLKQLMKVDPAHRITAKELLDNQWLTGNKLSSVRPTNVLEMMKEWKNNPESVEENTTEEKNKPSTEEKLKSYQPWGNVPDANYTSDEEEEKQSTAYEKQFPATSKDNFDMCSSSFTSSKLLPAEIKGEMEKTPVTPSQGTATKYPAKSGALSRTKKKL
# OX1R FRET antag: OX1R (human) antagonism; OX1R-expressing cells, FRET antagonist read-out; inhibition, % at 6.6 µM; O43613; actives 1.8% (n = 330,000); in the data active = inhibition mostly above about 38%, no sharp cut-off; inactive = mostly below about 40%;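 note: 0% = agonist challenge alone and 100% = reference antagonist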
# Target sequence (O43613 whole entry, looked up): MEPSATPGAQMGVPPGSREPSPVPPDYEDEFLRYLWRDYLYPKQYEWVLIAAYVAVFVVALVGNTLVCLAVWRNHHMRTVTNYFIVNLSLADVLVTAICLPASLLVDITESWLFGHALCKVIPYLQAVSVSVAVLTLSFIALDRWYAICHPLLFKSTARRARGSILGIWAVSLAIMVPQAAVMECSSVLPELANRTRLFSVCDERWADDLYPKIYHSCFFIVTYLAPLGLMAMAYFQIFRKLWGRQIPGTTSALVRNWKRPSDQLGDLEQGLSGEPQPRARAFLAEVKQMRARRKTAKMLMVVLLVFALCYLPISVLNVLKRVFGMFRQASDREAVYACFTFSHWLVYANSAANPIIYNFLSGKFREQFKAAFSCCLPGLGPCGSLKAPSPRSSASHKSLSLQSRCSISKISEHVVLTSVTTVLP
# The depositor's hits bear a star; · = no result given.
# Fields – STK33 kinase inh	OX1R FRET antag
> CCn1nnnc1-c1ccc(OC)c(S(=O)(=O)N2CCCCC2)c1
  -0.5	10.6
> CCN(CC)C(=O)C1=C(C)NC(=S)NC1c1cn(-c2ccccc2)nc1-c1ccc(Cl)cc1 (configuration not stated)
  -0.3	0.7
> Cc1ccc(NS(=O)(=O)c2cc(-c3n[nH]c(=O)c4ccccc34)ccc2C)cc1
  -0.7	34.4
> c1ccc2c(c1)Cc1cc(CN3CCOCC3)ccc1-2
  -2.4	12.9
> COc1ccc(OC)c(NC(=O)COC(=O)CN(C)S(=O)(=O)c2ccc(C)cc2)c1
  1.0	39.3
> Cc1ccc(Cn2nc(C)c(NC(=O)CCCn3nc(C)c([N+](=O)[O-])c3C)c2C)cc1
  0.2	7.4
> CCOC(=O)C(NC(=O)N1CCCCC1)(c1ccccc1)C(F)(F)F (configuration not stated)
  -1.8	16.8
> Cn1c(=O)[nH]c(=O)c2c1nc(Br)n2CCOc1ccccc1
  -1.4	8.0
> Cc1noc2ncnc(Oc3ccc(F)cc3)c12
  ·	2.6
> N#CC(C(=O)OCc1ccccc1)c1nc2ccccc2nc1N1CCOCC1 (configuration not stated)
  -1.6	8.9
> O=C(CSCc1ccc(Cl)cc1)Nc1nccs1
  -2.3	3.6
> COc1ccc(/C=N/NC(=O)C(C)n2nnc3ccccc32)cc1OC (configuration not stated)
  -0.9	19.7
> C/C(CC(=O)Nc1ccc(OCc2ccccc2)cc1)=N\NC(=O)C(=O)Nc1cccc(C)c1
  -0.9	20.4
> O=C(Cc1c(O)c2ccccc2[nH]c1=O)OC1CCCCC1
  -2.1	2.0
> CC1CCCC(C)N1C(=O)CN1C(=O)C(C)(C)Oc2ccc(C(=O)NC3CCCC3)cc21 (configuration not stated)
  -0.5	5.0
> COC(=O)c1ccc(N2CCOCC2)c(NC(=O)c2cccs2)c1
  -0.4	2.3
> Cc1ccc(C(=O)C[n+]2ccc(-c3nnc4n3CCC4)cc2)cc1
  -1.8	53.5
> COc1ccc(OC)c(-c2csc(NC(=O)Cc3ccccc3F)n2)c1
  -0.3	24.0
> Cc1cccc(OCCCC(=O)O)c1C
  -2.0	22.0
> COC(=O)c1cc(NC(=O)c2cccnc2)ccc1N1CCOCC1
  0.5	15.3
> CC(C)C(=O)Nc1cccc(-c2cnc3ccccc3n2)c1
  3.5	18.6
> Cc1cc([N+](=O)[O-])ccc1NC(=O)COc1nsnc1N1CCOCC1
  -0.1	21.4
> CC(=NCc1ccc2c(c1)OCO2)C1=C(O)c2ccccc2C1=O
  0.2	18.3
> COc1ccc(Cc2nn3c(-c4ccccc4OC)nnc3s2)cc1
  0.9	8.5
> Cc1nc2c3cc(F)ccc3n(Cc3ccccc3)c2s1
  -1.4	6.0
> c1cncc(-c2nc(NCC3COc4ccccc4O3)c3ccccc3n2)c1 (configuration not stated)
  1.6	94.9*
> CC(=O)N1CCN=C1SCc1ccccc1
  -0.2	6.2
> COc1ccc(C2CC(c3ccc(Cl)cc3)=NN2c2ccc(S(N)(=O)=O)cc2)cc1 (configuration not stated)
  ·	1.6
> C=C(C)C1CC=C(C)/C(=N/NC(=O)c2ccc(NC(=O)c3cccc(C)c3)cc2)C1 (configuration not stated)
  -1.6	7.8
> CCc1cc2c(=O)c(-c3cnn(-c4ccccc4)c3)c(C(F)(F)F)oc2c(CN(C)C)c1O
  -1.5	17.7
> Cc1ccc(Nc2nnc(C)c3ccccc23)c(C)c1
  -1.1	6.3
> COc1ccc(C2C(C(=O)OCC3CCCO3)=C(C)NC3=C2C(=O)CC(c2ccco2)C3)cc1O (configuration not stated)
  -1.6	4.5
> Nc1nonc1-n1nnc(C(=O)N/N=C/c2ccccc2)c1CSc1ccccc1
  -1.5	24.0
> CC(C)CNS(=O)(=O)c1ccc(CCC(=O)N2CCN(c3ccc(F)cc3)CC2)cc1
  0.9	30.5
> COc1cc(OC)cc(-n2nnnc2SCC(=O)Nc2nc3c(s2)CCCC3)c1
  2.4	13.7
> O=C(Nc1ccc(Cl)cc1)c1sccc1-n1cccc1
  -0.6	10.0
> Nc1c(C(=O)Nc2ccccc2)c2nc3ccccc3nc2n1CCCN1CCOCC1
  -0.9	-1.4
> N#CC1=C(N)Oc2n[nH]c(-c3cccs3)c2C1c1ccco1 (configuration not stated)
  1.6	22.1
> Cn1c(=O)cc(N)n(-c2ccccc2)c1=O
  0.5	·
> CCC(C(=O)Nc1ccc(OC)c(Cl)c1)c1ccccc1 (configuration not stated)
  ·	25.2
> Cc1[nH]cnc1C(=O)N/N=C/c1c(Cl)cccc1Cl
  26.6*	-13.3
> c1sc2[n+](c1C13CC4CC(CC(C4)C1)C3)CCS2
  -1.2	6.8
> COc1ccccc1-c1nn(-c2ccccc2)cc1C(=O)NCC(c1ccco1)N1CCCC1 (configuration not stated)
  0.7	3.4
> CCC(C)(C)C1CCc2[nH]nc(C(=O)NCc3ccc(OC)cc3)c2C1 (configuration not stated)
  0.4	20.6
> O=C(c1ccccc1F)N(Cc1nc2ccccc2c(=O)[nH]1)C1CCCC1
  -0.4	33.3
> CCCSc1nnc2n(C)c(=O)c3c4c(sc3n12)CCC4
  4.1	13.9
> O=S(=O)(NCc1ccc2c(c1)OCO2)c1cccc2cccnc12
  9.1	18.2
> Cc1ccc(C(=O)OCc2c(C)noc2C)cc1NC(=O)c1ccco1
  -0.5	11.3
> CC(=O)OCCOc1nc(N(C)C)nc(N(C)C)n1
  1.3	6.2
> CCC(c1nnnn1Cc1ccco1)N1CCN(C(=O)c2ccco2)CC1 (configuration not stated)
  1.3	5.0
> O=C(OCc1nc2ccsc2c(=O)[nH]1)c1cccc(S(=O)(=O)N2CCOCC2)c1
  -0.6	7.8
> O=C(CSc1nnc(CNC(=O)c2ccccc2F)o1)Nc1ccc2c(c1)OCO2
  0.6	9.9
> CCOC(=O)C1=C(O)/C(=C/c2ccc(CNC(=O)C(=O)Nc3ccc(C)cc3)o2)N=C1C
  0.3	10.9
> CCOc1cccc(C(=O)Nc2ccccc2C(=O)N2CCN(C)CC2)c1
  -0.1	13.8
> Cc1cccc(C)c1NC(=O)CSc1nc(COc2ccccc2)nc2ccccc12
  -1.3	11.8
> COc1ccc(CC(=O)Nc2ccccc2C(=O)N2CCCC2)cc1
  -2.0	9.2
> O=C(CC(=O)N/N=C/c1c(F)cccc1Cl)NCc1ccccc1
  0.8	13.8
> O=C(Nc1ccc(Cl)c(S(=O)(=O)N2CCOCC2)c1)c1cc(-c2ccccn2)nc2ccccc12
  -1.5	20.2
> Nc1nc(-c2ccc(-c3ccccc3)cc2)cs1
  0.8	12.1
> CCN(CC(=O)Nc1ccc(OC)cc1)C(=O)c1cc(-c2cccs2)nn1-c1ccccc1
  -0.6	8.9

# Later entries
# Fields – STK33 kinase inh	OX1R FRET antag
> COc1ccc(C(=O)CSc2nnc(CNC(=O)c3ccco3)n2C)cc1OC
  -0.6	45.9
> Cc1ccc(S(=O)(=O)N2CCN(Cc3cccc(C)c3O)CC2)cc1
  -2.0	9.8
> O=C(CCC(=O)Nc1ccccc1Cl)N/N=C1\CCCc2ccccc21
  -1.8	11.6
> COc1ccc(NC(=O)CN2CCCC2c2cccs2)cc1S(=O)(=O)N1CCCCC1 (configuration not stated)
  -1.4	8.3
> CCOC(=O)CNC(=O)N(CCOC)CC1CCCN(C2Cc3ccccc3C2)C1 (configuration not stated)
  0.1	13.6
> Cc1ccc(-c2cnc3n2CCCCC3)cc1
  -1.8	19.0
> N=C(N)SCC1=CCS(=O)(=O)C1
  0.4	12.0
> Cc1cc(C(F)F)n2nc(C(=O)O)nc2n1
  -3.6	18.1
> COc1ccc(-c2nnnn2C(C)C)cc1S(=O)(=O)Nc1ccccc1
  -0.5	8.0
> COc1ccc(NC(=S)N2CCCN(Cc3cccc(Cl)c3)C2)cc1
  0.7	11.3
> N=C1/C(=C/c2cccn2-c2cccc([N+](=O)[O-])c2)C(=O)N=C2SC=CN12
  ·	17.1
> COc1ccc(C(C)(C)C)cc1NC(=O)COC(=O)c1cnc(C)cn1
  4.9	6.2
> CCOc1ccc(C(=O)CCC(=O)NCC(=O)OCc2ccccc2)cc1OCC
  -1.8	18.3
> COc1ccc(C2c3ccsc3CCN2C(C)=O)cc1 (configuration not stated)
  -0.2	19.5
> COCc1ccc(-c2c(-c3ccccc3OC)sc3cc4c(cc23)OCO4)cc1
  -1.3	-6.9
> CN(CC(=O)Nc1ccc(Cl)c(Cl)c1)C1CCCCC1
  -0.3	·
> CN1C(=O)C2(c3ccccc31)N(C)CC(c1ccccn1)C21SC(=S)N(Cc2ccco2)C1=O (configuration not stated)
  -0.7	14.3
> CC(C(=O)NC1CCCC1)N(C(=O)c1ccc(-c2ccccc2)[nH]1)c1ccccc1F (configuration not stated)
  -0.1	-0.9
> COc1cccc(NC(=O)c2ccc(S(=O)(=O)NCc3cccnc3)cc2)c1
  -1.2	31.8
> CCN=c1scc(-c2ccc(F)cc2)n1/N=C/c1ccccn1
  -1.7	6.4
> CC(=O)C(Sc1nccc(-c2cccs2)n1)C(C)=O
  -2.3	21.5
> Cc1cc(NS(=O)(=O)c2ccc(NC(=O)C3CCCCC3)cc2)no1
  -0.2	15.8
> COc1c(C)cccc1C(=O)NCCCNC(=O)c1ccc(C)nc1
  -0.4	1.8
> CCN(CC)c1ccc(S(=O)(=O)N2CCCCC2)cc1NC(=O)C1=COCCO1
  0.0	18.4
> COc1cccc(-c2nc(CS(=O)(=O)CC(=O)NC3CCC(C)CC3)c(C)o2)c1 (configuration not stated)
  -0.5	16.1
> COc1ccc(S(=O)(=O)N2CCC(n3cnc4ccccc43)CC2)cc1
  -1.0	1.4
> O=C(CCCNS(=O)(=O)c1cccc2nsnc12)NCCN1CCN(c2ccccc2F)CC1
  -0.3	26.2
> O=C(Nc1ccccc1F)c1ccc(CSc2ccccc2)o1
  -0.5	12.4
> CCCCOc1ccc(NC(=O)C(=O)NCCCn2ccnc2)cc1
  -0.3	4.3
> Cc1ncccc1C(=O)N1CCCC(CNC(=O)c2ccc(-c3ccccc3)cc2)C1 (configuration not stated)
  -0.7	6.3
> O=C(CCCC(=O)OCC(Cl)=C(Cl)Cl)Nc1ccccc1
  0.0	15.4
> c1csc(CNc2ncnc3ccc(-c4ccoc4)cc23)c1
  2.4	14.3
> COc1cc(Cl)c(C)cc1NC(=O)CSc1nnc(-c2cccnc2)n1Cc1ccco1
  -1.1	15.5
> Cc1ccc(CNC(=O)C(=O)NCCC2=CCCCC2)cc1
  -1.4	3.6
> CC(Oc1ccc([N+](=O)[O-])cc1)C(=O)NCCCN1CCOCC1 (configuration not stated)
  -0.5	24.1
> O=C1NCCC12C(=O)Nc1ccccc12 (configuration not stated)
  -2.3	12.2
> O=C(COc1ccc2oc(-c3ccccc3)cc(=O)c2c1)NCc1ccco1
  0.2	32.6
> C=CCn1c(-c2cccnc2Cl)nc2cc(Cl)c(Cl)cc21
  -0.6	11.0
> O=c1c2ccccc2nnn1CSc1nnc(COc2ccc(Cl)cc2)n1Cc1ccco1
  -0.3	8.8
> CN1CCc2c(sc(NC(=O)c3ccc(S(=O)(=O)N4CCCCCC4)cc3)c2C(N)=O)C1
  0.0	-0.3
> Cc1c(O)c2ccccc2oc1=O
  0.4	18.4
> CC(=O)c1cccc(S(=O)(=O)N2CCN(c3ccccc3F)CC2)c1
  -2.9	5.1
> COc1cc2c(cc1OC)-c1cc(NC3CCCCC3)nc(=O)n1CC2
  -0.6	14.1
> CN(C)C(=O)/C(=C/c1cn(-c2ccccc2)nc1-c1cccc([N+](=O)[O-])c1)NC(=O)c1ccccc1
  0.6	14.8
> CCN1C(=O)C2(C(C#N)=C(N)Oc3n[nH]c(C(C)C)c32)c2ccccc21 (configuration not stated)
  -1.5	18.6

# Some of these compounds in order of formula weight, descending:
# Fields – STK33 kinase inh	OX1R FRET antag
> O=C(CCCC(=O)OCC(Cl)=C(Cl)Cl)Nc1ccccc1
  0.0	15.4
> CCN1C(=O)C2(C(C#N)=C(N)Oc3n[nH]c(C(C)C)c32)c2ccccc21 (configuration not stated)
  -1.5	18.6
> Cc1ccc(CNC(=O)C(=O)NCCC2=CCCCC2)cc1
  -1.4	3.6
> Cc1c(O)c2ccccc2oc1=O
  0.4	18.4

# (listing goes on)
# Fields – STK33 kinase inh	OX1R FRET antag
> c1ccc(-n2nnnc2Oc2ccc(-c3nnco3)cc2)cc1
  -0.4	13.4
> Cc1noc(C)c1NC(=O)N1CCN(Cc2ccccc2)CC1
  -1.0	16.5
> O=C1C2C3C=CC(C4CC34)C2C(=O)N1c1cc(Cl)ccn1 (configuration not stated)
  0.0	3.2
> COc1ccc(-n2c(SCC(=O)C(C)(C)C)nc3c(sc(=S)n3-c3ccccc3)c2=O)c(OC)c1
  -0.2	-3.4
> Cn1c(SCC(=O)NCc2ccccc2)nc2ccccc21
  -0.5	13.2
> O=C(Nc1ccc(F)cc1)c1cnc(-c2ccccc2)nc1-c1ccccc1
  10.8	8.7
> CCOC(=O)c1csc(NC(=O)CN2CCCCC2)n1
  -2.1	-7.9
> O=C(Nc1ccc(F)cc1)C1CCCN(C2=NS(=O)(=O)c3ccccc32)C1 (configuration not stated)
  -1.1	2.9
> COc1ccccc1CNC(=O)c1cnc2ccccn2c1=O
  0.8	4.8
> CC(C)NC(=O)C(=O)NCC(c1ccc2c(c1)OCO2)N1CCOCC1 (configuration not stated)
  1.1	10.8
> O=C(CSc1cn(CC(=O)N2CCCCCC2)c2ccccc12)NCC1CCCO1 (configuration not stated)
  -0.9	6.8
> O=C(N/C=C/c1ccco1)NCc1ccccc1
  -1.0	6.4
> CCNC(=O)COn1c(SCC(=O)NCC)nc2ccccc2c1=O
  -0.5	-0.2
> Cc1ccc(C2(c3ccc(C)cc3)NC(=O)N(Cc3c(C)noc3C)C2=O)cc1
  -0.8	11.7
> Cc1cc2n(n1)C(c1ccsc1)Nc1ccccc1-2 (configuration not stated)
  0.4	25.6
> Cc1ccccc1NC(=O)c1cc(S(=O)(=O)N2CCCCC2)cs1
  -0.2	5.8
> COc1ccc(N=C2SCC(c3ccc(C)cc3)=NN2CCO)cc1
  -1.4	14.7

# Screening data (PubChem BioAssay)
